All columns: NCI-60 one-dose screen, growth in % after 48 h at 10 µM unless noted; 100 = growth as untreated, 0 = no growth, -100 = all killed.
ACHN: ACHN renal cancer. 81,000 compounds, 4.9% hits
SK-OV-3: SK-OV-3 ovarian cancer cells | AID 1794785 | 80,000 compounds, 3.2% hits
OVCAR-5: OVCAR-5 ovarian cancer; 82,000 compounds, 2.9% hits
OVCAR-8: OVCAR-8 ovarian cancer. 81,000 compounds, 4.4% hits. AID 1794782
A498: A498 renal cancer cells | AID 1794774 | 76,000 compounds, 5.4% hits
OVCAR-3: OVCAR-3 ovarian cancer; 79,000 compounds, 7% hits; AID 1794787
IGROV1: IGROV1 ovarian cancer; 79,000 compounds, 4.7% hits
RXF 393: RXF 393 renal cancer cells. AID 1794773. 77,000 compounds, 6.9% hits
OVCAR-4: OVCAR-4 ovarian cancer cells. 80,000 compounds, 3.7% hits
* marks the source's active call; other numbers are inactive results; . = no result given. How the source made its calls: active means growth percent below 10; inactive means the rest. Rows were taken by chance. Share with any hit: about 11%.

cpd	Structure	ACHN	SK-OV-3	OVCAR-5	OVCAR-8	A498	OVCAR-3	IGROV1	RXF 393	OVCAR-4
1	NS(=O)(=O)c1cccc(N/C=C/C(=O)c2ccc(Cl)cc2)c1	99.3	119.3	101.0	98.4	95.7	.	109.5	115.6	88.0
2	Oc1ccc(CSc2nnc(-c3ccc(Oc4ccccc4)cc3)n2-c2ccccc2)c2cccnc12	6.8*	14.1	42.7	16.5	35.2	19.3	11.7	21.5	17.9
3	CCNC(=O)N1CCN(C)CC1	109.0	103.5	120.1	113.0	93.8	108.1	112.6	117.3	.
4	CC(=O)OCC(=O)[C@H]1CC[C@H]2[C@@H]3CC(=C(Br)Br)C4=CC(=O)CC[C@]4(C)[C@H]3CC[C@]12C	77.3	76.9	119.8	88.6	66.3	99.0	76.0	.	91.2
5	CC(C)C1=C(O)C2=C(C(=O)C1=O)[C@@]1(C)CCCC(C)(C)[C@@H]1CC2	59.6	95.5	108.2	70.0	.	61.0	.	84.3	.
6	O=CC(=O)c1ccc2ccccc2c1	115.7	120.4	120.2	108.3	100.8	102.2	99.0	104.4	116.6
7	CCOC(=O)c1c(C)nc2c(c1N)/C(=C/c1ccccc1[N+](=O)[O-])C(=O)N2c1cc(OC)c(OC)c(OC)c1	93.5	96.0	89.6	.	.	96.1	99.4	103.1	91.0
8	CC(C)c1ccc(C2OCC(C)([N+](=O)[O-])CO2)cc1 (centres undefined)	99.3	102.2	100.3	94.2	.	118.9	86.6	111.1	111.3
9	CCOC(=O)c1c(NC(=O)c2cccc(C(F)(F)F)c2)sc2c3c(ccc12)OCN(C)C3	-91.9*	75.7	-14.0*	-41.6*	84.3	-44.7*	-78.7*	-91.4*	-44.2*
10	c1ccc(OCCC[P+](c2ccccc2)(c2ccccc2)c2ccccc2)cc1	66.0	19.6	29.0	7.2*	12.1	7.6*	10.5	31.6	8.3*
11	COc1ccc(Nc2nc3ccc(NC(C)=O)cc3[nH]c2=O)cc1	101.7	122.2	102.2	95.2	89.6	123.7	97.1	97.8	109.9
12	CN1CCN(c2ccc(Nc3nc(NCCCNC(=O)C4CCCCC4)c4sccc4n3)cc2)CC1	36.2	98.0	67.3	57.5	143.6	33.4	76.9	-36.0*	48.9
13	CCC(CC)O[C@@H]1C=C(C(=O)OC)C[C@H](N)[C@H]1NC(C)=O	96.9	104.8	102.5	106.0	117.0	114.8	100.4	128.3	.
14	O=C(O)CCCN1CCN([C@H](c2ccccc2)c2ccc(Cl)cc2)CC1	93.3	108.8	110.6	99.8	105.2	111.4	109.4	119.1	103.2
15	COc1ccc(C(=O)c2cc(C(=O)/C=C/c3c(Cl)cccc3Cl)c3cc(C)ccn23)cc1	100.7	.	101.6	100.0	86.4	103.1	95.9	107.8	105.6
16	CCOC(=O)c1c(Nc2ccc(S(N)(=O)=O)cc2)nnc(-c2ccccc2)c1-c1ccccc1	97.6	107.9	116.0	99.8	.	118.1	.	108.7	.
17	CC(=O)Nc1cccc([N+](=O)[O-])c1	110.0	102.8	98.3	105.7	93.2	108.5	101.3	132.9	118.5
18	O=c1cc(Cc2cn3ccccc3nc2=O)c2cc(Cl)ccc2o1	100.3	90.3	103.7	95.4	108.8	104.3	95.0	112.9	101.4
19	O=C1C(=Cc2cc3ccccc3[nH]c2=O)C(=O)c2ccccc21	106.9	108.9	107.1	114.3	133.9	140.7	112.6	148.2	101.9
20	O=C(CN1CCCCC1)Nc1nc(-c2cc3ccccc3oc2=O)cs1	100.1	118.6	104.2	98.3	97.3	111.4	92.9	100.3	95.3
21	[2H]C1([2H])CCN(C(=O)C2CC2)c2cc(NS(=O)(=O)c3ccc(-c4cccc(C(N)=O)c4)cc3)ccc21	73.5	26.1	60.6	53.9	-0.7*	12.4	32.4	48.4	.
22	Cc1nccc2c3ccc(OCc4cn(-c5ccc(Cl)cc5)nn4)cc3n(CCCc3ccccc3)c12	-20.4*	53.2	43.4	-33.2*	87.5	26.6	34.0	-2.3*	-51.1*
23	CC(C)[N+](C)(CCOC(=O)C1c2ccccc2Oc2ccccc21)C(C)C	89.8	113.9	.	101.9	138.2	117.5	113.5	115.9	107.2
24	O=C(NNc1ccc([N+](=O)[O-])cn1)Nc1ccccc1	106.0	106.7	109.3	104.5	98.4	129.2	100.5	112.7	110.1
25	O=C1OC(c2ccc(Cl)c(Cl)c2)=C/C1=C/c1ccc([N+](=O)[O-])cc1	95.0	122.2	102.8	110.4	111.8	113.0	102.5	109.6	106.1
26	COC(=O)c1ccc2nc(N(Cc3ccccc3)C(=O)c3c(Cl)c(Cl)c(C)n3Cc3ccccc3)sc2c1	100.0	114.0	102.1	101.2	95.3	110.1	93.1	107.2	114.4
27	Nc1cc2nc3ccccc3sc-2cc1=O	65.5	90.8	94.2	64.4	106.3	65.2	54.7	.	73.3
28	Nc1c(-c2ccc3c(c2)OCCO3)oc2ccccc2c1=O	105.3	100.5	101.5	95.2	88.3	96.2	100.3	100.5	94.7
29	Cc1cnc(NS(=O)(=O)c2ccc(N)cc2)nc1-c1ccccc1O	94.2	106.6	99.4	109.4	72.1	107.7	115.1	104.9	102.8
30	COc1ccc(-c2nc(-c3nc4ccc(C)cc4[nH]3)c3ccccn23)cc1	55.6	85.9	88.5	6.2*	19.6	72.6	36.5	66.5	44.1
31	O=C(C[n+]1cccc2c3ccccc3ccc21)c1ccc(Cl)cc1	67.0	72.9	53.5	51.3	114.5	63.1	49.4	54.0	61.4
32	COc1cccc(C(=O)Nc2cccc(-c3cc(=O)c4c(O)c(OC)c(OC)cc4o3)c2)c1	64.5	93.2	90.5	49.3	69.7	65.8	74.3	98.6	66.6
33	C/C=C(/c1cccnc1)C1c2ccccc2NC1CC (centres undefined)	97.0	103.9	99.8	102.7	53.1	103.1	97.8	79.8	82.7
34	O=C(N/N=C/c1ccc(F)cc1)c1cnc2n(c1=O)CCCCC2	100.6	114.7	105.0	100.4	.	104.1	110.3	112.2	90.9
35	Nc1n[nH]c2ccc([C@@H]3Nc4c(F)cc5[nH]ncc5c4[C@H]4C5CCC(C5)[C@@H]34)cc12 (some centres undefined)	22.7	39.1	30.8	22.0	-28.6*	-16.7*	20.9	-0.6*	29.4
36	CC(/C(=N\N=C(N)N)c1ccccc1)N(C)C (centres undefined)	100.7	109.6	105.0	95.3	.	119.6	110.4	116.8	101.4
37	NC(N)=N/N=C/c1nccc2ccccc12	140.2	108.3	111.3	96.6	96.3	103.0	107.8	130.0	94.0
38	C=C1SC(=Nc2cccc(OC)c2)N(c2nc(Cl)nc(Cl)n2)C12CCCCC2	99.5	95.8	106.0	104.6	108.4	114.8	106.1	118.6	110.0
39	Clc1ccc2c(NC3CCC(NC4CCCCC4)CC3)ccnc2c1 (centres undefined)	58.2	73.4	84.4	52.2	62.5	85.3	83.4	51.2	50.0
40	COc1ccc(-c2cs/c(=N\N=C\c3ccc(F)c(OC)c3)n2C)cc1	79.6	61.0	91.4	85.3	76.7	76.7	65.4	108.0	58.9
41	C=CCn1cc(-c2nc3ccccc3s2)c2cc(-c3ccc4c5c(cccc35)C(=O)N(CCN(CC)CC)C4=O)ccc21	83.9	96.6	108.7	90.4	111.5	101.2	69.7	95.5	88.7
42	CC[C@]1(O)C(=O)OCc2c1cc1n(c2=O)Cc2cc3c(N)cccc3nc2-1	103.9	112.9	116.6	98.1	84.5	105.9	103.7	98.5	107.7
43	COc1ccc2oc(=O)cc(/C=C3\C(=O)NN=C3C)c2c1	106.3	100.1	103.2	102.3	88.0	110.4	107.6	107.1	99.7
44	CCOC(=O)c1c(C)nc2c(c1N)C(=O)C(=O)N2c1ccccc1	96.7	92.1	99.1	101.8	67.7	98.5	96.7	100.2	90.3
45	CC1Cc2c(ncnc2-n2cnc3ccccc32)N(C)c2ccccc21 (centres undefined)	55.7	17.2	95.2	44.1	-2.1*	14.7	62.5	34.0	65.2
46	CCCCn1ccc(=O)[nH]c1=O	106.8	109.5	117.0	101.9	.	99.0	101.2	127.2	77.4
47	Cc1cc2cc3c(=O)[nH]c(=O)cc-3n(CC(O)C(O)C(O)CO)c2cc1C (centres undefined)	75.1	99.1	106.5	97.3	109.3	102.9	112.0	114.8	108.7
48	CC1=C(Br)C(=O)C(c2c(C)cc(C)c(Br)c2C)=C(Br)C1=O	52.9	53.5	84.5	69.9	75.1	49.0	89.5	81.1	80.7
49	S=C1NCSCN1	107.9	113.7	110.7	101.6	103.1	109.4	106.3	111.4	104.9
50	CC(C)(C)NCC(O)COc1cccc2c1CCC(=O)N2 (centres undefined)	92.9	106.3	96.1	105.1	111.3	103.9	104.2	106.4	114.9
51	O=C(c1ccco1)C(O)c1ccco1 (centres undefined)	101.9	118.7	115.1	110.7	119.8	116.2	105.8	126.7	105.0
52	CCNC(=S)n1nc(-c2ccc(OC)cc2)nc1N	98.5	108.2	93.5	104.7	95.0	101.2	94.8	100.7	98.7
53	Nc1nc(N)c2cc(CNc3ccc(Cl)c(Cl)c3)ccc2n1	22.5	49.9	48.4	-1.8*	43.1	12.1	15.9	26.5	49.8
54	Nc1cc(N)nc(CS)n1	99.1	98.9	94.2	101.8	101.4	116.3	113.5	131.4	103.6
55	N#CC(CCc1ccc([N+](=O)[O-])cc1)(CCc1ccc([N+](=O)[O-])cc1)C(N)=O	101.5	101.4	110.5	88.0	76.7	107.6	91.6	105.2	82.3
56	CCOC(=O)c1c(-c2ccc(Cl)cc2)c(C#N)c(=O)n(Cc2nc3ccccc3[nH]2)c1N	94.5	99.7	105.3	100.1	101.8	.	75.6	69.3	96.0
57	COc1ccc(-c2c(C)c(C)cc3cc4c(cc23)OCO4)cc1	104.8	109.6	99.3	103.7	92.4	118.2	79.7	109.0	96.6
58	N/C(=N\O)c1ccncc1	103.5	105.7	102.3	101.7	.	105.3	104.9	114.7	102.5
59	S=C(Nc1ccc(Cl)c(Cl)c1)N1c2ccccc2-n2cccc2C1c1cccnc1 (centres undefined)	98.8	115.7	92.6	108.9	104.9	102.7	42.3	109.3	91.2
60	NC1=NC(=O)C(c2ccccc2)C(=O)N1 (centres undefined)	.	105.3	.	112.8	110.7	.	93.2	119.5	108.9

New compounds follow:
cpd	Structure	ACHN	SK-OV-3	OVCAR-5	OVCAR-8	A498	OVCAR-3	IGROV1	RXF 393	OVCAR-4
61	COc1ccc(NC(=O)Nc2ccc(C(C)C)cc2)cc1	115.7	98.7	113.6	100.6	98.9	101.4	281.4	79.6	98.8
62	O=C(c1ccc(Cl)cc1)C(c1c[nH]c2ccccc12)c1c[nH]c2ccccc12	-99.9*	57.2	-60.7*	-92.8*	58.9	-84.0*	-19.4*	-82.1*	7.2*
63	c1ccc(Cc2nnc3sc(C4COc5ccccc5O4)nn23)cc1 (centres undefined)	100.8	102.1	98.6	96.7	91.5	.	92.9	107.5	105.1
64	O=C(O)/C=C\C(=O)NNc1ccc([N+](=O)[O-])cc1[N+](=O)[O-]	97.0	85.9	97.9	93.6	93.2	110.5	110.5	106.7	106.8
65	CN1CC(c2ccc(Br)cc2)C(C(=O)c2ccc(O)cc2)C12C(=O)c1ccccc1C2=O (centres undefined)	96.3	94.8	108.3	102.6	128.0	109.4	88.9	101.4	109.8
66	NCCCC(O)(P(=O)(O)O)P(=O)(O)O	105.9	104.0	93.4	105.2	93.1	101.7	102.8	123.5	112.3
67	O=[N+]([O-])c1cccc(OCCCCOc2ccccc2)c1	99.4	99.3	103.4	.	83.1	112.1	96.5	.	93.0
68	CCOc1cccc(-c2cnnn2-c2nonc2N)c1	110.2	97.6	112.3	95.8	85.7	106.1	118.3	95.2	102.5
69	Cc1ccc(O)c(S(=O)(=O)O)c1	108.7	109.8	113.1	101.8	113.8	104.3	110.0	121.5	103.3
70	COc1ccc(C=Nc2ccccc2C(=O)O)cc1	97.6	102.2	101.0	96.6	101.9	109.7	98.7	101.6	109.0
71	CN1CCN(c2ccc(Nc3nc(NCCNS(=O)(=O)c4ccc(F)cc4)c4sccc4n3)cc2)CC1	105.6	119.9	102.3	108.3	95.6	.	96.9	54.8	89.7
72	NC(=O)CCCN1C/C(=C\c2ccccc2)C(=O)c2ccccc21	98.7	89.5	101.0	98.4	106.6	108.6	102.1	81.9	98.9

A few values from above.
Result for O=C(c1ccc(Cl)cc1)C(c1c[nH]c2ccccc12)c1c[nH]c2ccccc12 in OVCAR-8: -92.8*
Result for Oc1ccc(CSc2nnc(-c3ccc(Oc4ccccc4)cc3)n2-c2ccccc2)c2cccnc12 in SK-OV-3: 14.1
Result for O=c1cc(Cc2cn3ccccc3nc2=O)c2cc(Cl)ccc2o1 in OVCAR-5: 103.7
Result for Cc1nccc2c3ccc(OCc4cn(-c5ccc(Cl)cc5)nn4)cc3n(CCCc3ccccc3)c12 in OVCAR-4: -51.1*
Result for Cc1cc2cc3c(=O)[nH]c(=O)cc-3n(CC(O)C(O)C(O)CO)c2cc1C (centres undefined) in OVCAR-5: 106.5
Result for O=C(CN1CCCCC1)Nc1nc(-c2cc3ccccc3oc2=O)cs1 in OVCAR-3: 111.4
Result for CCOC(=O)c1c(-c2ccc(Cl)cc2)c(C#N)c(=O)n(Cc2nc3ccccc3[nH]2)c1N in IGROV1: 75.6

4 structures already listed, arranged by length of the SMILES, descending:
cpd	Structure	ACHN	SK-OV-3	OVCAR-5	OVCAR-8	A498	OVCAR-3	IGROV1	RXF 393	OVCAR-4
65	CN1CC(c2ccc(Br)cc2)C(C(=O)c2ccc(O)cc2)C12C(=O)c1ccccc1C2=O (centres undefined)	96.3	94.8	108.3	102.6	128.0	109.4	88.9	101.4	109.8
64	O=C(O)/C=C\C(=O)NNc1ccc([N+](=O)[O-])cc1[N+](=O)[O-]	97.0	85.9	97.9	93.6	93.2	110.5	110.5	106.7	106.8
63	c1ccc(Cc2nnc3sc(C4COc5ccccc5O4)nn23)cc1 (centres undefined)	100.8	102.1	98.6	96.7	91.5	.	92.9	107.5	105.1
69	Cc1ccc(O)c(S(=O)(=O)O)c1	108.7	109.8	113.1	101.8	113.8	104.3	110.0	121.5	103.3

High-throughput results: PubChem, NCI
